Pin1 inhibitor: qHTS Assay to Find Inhibitors of Pin1 | Peptidyl-prolyl cis-trans isomerase NIMA-interacting 1 (Homo sapiens), Q13526 | Pin1 FP peptide displacement, HiFluor488, 10 min | Potency, µM (series often up to 115 µM), inactives show top-dose activity, negative = inhibition, actives largely listed as inhibitors | hit rate 0.009% among 390,000 | AID 504891, 2011; active = well fitted inhibition curve with a large enough effect in the polarisation, with a control signal flat, not every such curve was filed as active; inconclusive = small, poorly fitted or top-dose-only effect, or effect the other way, or a change in a side signal; inactive = no such curve, though single readings can be large or run the other way; the % refers to the polarisation; note: % is set by controls: 0 for no effect and ±100 for the full control effect
RGS4 inhibitor: Inhibitors of Regulator of G Protein Signaling (RGS) 4: qHTS; Regulator of G-protein signaling 4 (Homo sapiens), P49798; Transcreener GDP fluorescence polarization, RGS4-accelerated GTP hydrolysis; Potency, µM (series often up to 114 µM), inactives show top-dose activity change, negative = inhibition, actives largely listed as inhibitors; hit rate 0.039% among 390,000; AID 504845, 2011; note: % is set by controls: 0 for no effect and ±100 for the full control effect; nearly all actives have a fitted effect of over 75% in size; some results filed as inactive show a strong effect at the top dose
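MLSMR compounds (23 nl, pin-transferred) preincubated 10 min at room temperature with a 500nM (2x) first reagent, then RGS4 at 900nM (2x) plus Transcreener GDP mix added; fluorescence polarization (620/688 nm) read before and after 90 min at 30 °C.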
HP1b binding inh: HTS for Inhibitors of HP1-beta Chromodomain Interactions with Methylated Histone Tails | Potency, µM (doses to about 114 µM), for the others: top-dose activity change, negative = inhibition, actives largely listed as inhibitors | Chromobox protein homolog 1 (Homo sapiens), P83916 | hit rate 0.56% among 390,000 | AlphaScreen HP1-beta / biotin-H3K9me3 peptide binding | AID 540317, 2011; note: nearly all actives have a fitted effect of over 70% in size; inactives centre near 23
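Compound inhibition of the preformed complex between 50 nM HP1-beta and 50 nM biotinylated H3K9me3 peptide was read by AlphaScreen. Buffer was PBS pH 7.4 with 0.01% Tween-20. Incubations ran 30 min at room temperature, with 10 ug/mL donor/acceptor beads.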
GLS inhibitor: qHTS for Inhibitors of Glutaminase (GLS); AID 624170, 2012; hit rate 0.21% among 410,000; Potency, µM (doses to about 45.5 µM), without a hit: top-dose activity change, negative = inhibition, most hits filed as inhibitors; GLS enzymatic activity, qHTS titration; note: % is set by controls: 0 for no effect and ±100 for the full control effect
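Enzyme dispensed in phosphate buffer (45 mM, pH 8.2, 0.02% Tween-20), compounds pinned in, then 1 mM L-glutamine solution and the glutamate oxidase–HRP–Amplex Red mix added; fluorescence read immediately and again after 30 min at room temperature.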
ERG-DNA inh: qHTS for Small Molecule Inhibitors of the ERG Ets/DNA interaction | AID 624246, 2012 | fluorescence polarization, His-ERG Ets domain / labelled DNA | Potency, µM (highest dose often 76.9 µM), without a hit: at the top dose FP activity, negative = inhibition, most hits filed as inhibitors | hit rate 0.028% among 370,000; active = well fitted inhibition curve with a large enough effect in the polarisation, with a control signal flat; inconclusive = small, poorly fitted or top-dose-only effect, or effect the other way, or a change in a side signal; inactive = no such curve, though single readings can be large or run the other way; the % refers to the polarisation;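 note: polarization taken with two DNA probes labelled with fluorescein and Texas red; % of control where 0% means no effect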
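His-tagged ERG Ets domain (1 uM in the protein solution; 300mM KCl, 50mM Tris-HCl, 1mM EDTA, 1mM DTT, pH 7.5) received compound, then a probe mix of 5 nM fluorescein-DNA and 100nM Texas-615-DNA. Fluorescence polarization was read for both dyes.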
JMJD2A Tudor inh: qHTS Assay for Inhibitors of JMJD2A-Tudor Domain. Lysine-specific demethylase 4A (Homo sapiens), O75164. AlphaScreen JMJD2A-Tudor / H3K4me3 peptide binding. hit rate 4.4% among 390,000. Potency, µM (titrated, usually from 114 µM), for inactives: at the highest dose activity change, negative = inhibition, actives largely listed as inhibitors; note: % is set by controls: 0 for no effect and ±100 for the full control effect; nearly all actives have a fitted effect of over 50% in size
Target sequence (O75164 whole entry, looked up, the tested form may be a part): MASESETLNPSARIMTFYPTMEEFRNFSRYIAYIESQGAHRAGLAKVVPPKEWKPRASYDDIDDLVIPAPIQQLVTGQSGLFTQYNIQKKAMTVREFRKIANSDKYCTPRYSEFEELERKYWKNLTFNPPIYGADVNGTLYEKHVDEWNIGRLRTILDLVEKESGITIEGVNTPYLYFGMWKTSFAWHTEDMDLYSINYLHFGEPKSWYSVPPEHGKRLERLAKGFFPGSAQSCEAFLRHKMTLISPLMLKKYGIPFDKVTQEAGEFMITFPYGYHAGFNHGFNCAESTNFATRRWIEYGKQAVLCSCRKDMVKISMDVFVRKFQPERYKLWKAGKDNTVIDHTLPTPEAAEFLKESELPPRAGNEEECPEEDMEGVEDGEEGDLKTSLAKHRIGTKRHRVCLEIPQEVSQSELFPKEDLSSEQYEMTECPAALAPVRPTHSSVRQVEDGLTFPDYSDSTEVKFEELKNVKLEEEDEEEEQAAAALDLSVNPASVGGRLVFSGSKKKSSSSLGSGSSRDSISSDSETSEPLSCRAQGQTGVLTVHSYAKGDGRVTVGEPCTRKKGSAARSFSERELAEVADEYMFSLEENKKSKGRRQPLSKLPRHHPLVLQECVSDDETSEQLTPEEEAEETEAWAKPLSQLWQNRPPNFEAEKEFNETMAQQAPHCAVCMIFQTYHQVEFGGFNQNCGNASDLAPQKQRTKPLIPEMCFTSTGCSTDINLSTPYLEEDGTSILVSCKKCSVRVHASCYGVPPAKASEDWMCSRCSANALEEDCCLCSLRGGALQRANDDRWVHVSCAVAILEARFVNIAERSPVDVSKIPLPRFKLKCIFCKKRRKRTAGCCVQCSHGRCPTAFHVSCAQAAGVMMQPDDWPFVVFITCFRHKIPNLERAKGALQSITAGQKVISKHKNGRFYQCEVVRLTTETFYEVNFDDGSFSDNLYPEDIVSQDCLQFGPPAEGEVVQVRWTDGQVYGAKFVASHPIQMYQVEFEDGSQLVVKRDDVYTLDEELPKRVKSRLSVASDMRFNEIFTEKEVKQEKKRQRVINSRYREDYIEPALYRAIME
ALOX12 inh: Primary qHTS assay for inhibitors of human arachidonate 12S-lipoxygenase (ALOX12): Round 2 | hit rate 1.1% among 580,000 | Polyunsaturated fatty acid lipoxygenase ALOX12 (Homo sapiens), P18054 | purified 12hLO, xylenol orange hydroperoxide absorbance | Potency, µM (top dose mostly 108 µM), for inactives: at the highest dose activity change, negative = inhibition, hits mostly inhibitors; note: % is set by controls: 0 for no effect and ±100 for the full control effect
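Hydroperoxide product was detected by ferrous iron/xylenol orange as the 573 to 405 nm absorbance ratio. Arachidonic acid at 40 uM (final) was turned over for 30 min at room temperature by 150 nM human 12hLO, pH 7.0 Hepes buffer, after 15 min compound preincubation.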
rTrxR1 inhibitor: qHTS Assay for Inhibitors of Mammalian Selenoprotein Thioredoxin Reductase 1 (TrxR1): qHTS. hit rate 1% among 390,000. Potency, µM (series often up to 114 µM), for inactives: at the highest dose activity change, negative = inhibition, actives largely listed as inhibitors. Thioredoxin reductase 1, cytoplasmic (Rattus norvegicus), O89049. recombinant rTrxR1, NADPH fluorescence consumption, selenite substrate; note: % is set by controls: 0 for no effect and ±100 for the full control effect; nearly all actives have a fitted effect of over 65% in size
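Rat TrxR1 (90 nM in the dispensed reagent) was pre-reduced with 400 uM NADPH for 5 min at room temperature, then incubated with compound for 15 min. After 400 uM selenite was added, NADPH fluorescence (Ex 340/Em 450 nm) was followed for 8 min.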
Tb PGK inh: qHTS Assay to Find Inhibitors of Phosphoglycerate Kinase; Phosphoglycerate kinase, glycosomal (Trypanosoma brucei brucei), P07378; PGK/GAPDH coupled, Kinase-Glo luminescence, 60 min; Potency, µM (doses to about 57.5 µM), for the others: at the top dose activity change, negative = inhibition, most hits filed as inhibitors; hit rate 0.043% among 380,000; note: % is set by controls: 0 for no effect and ±100 for the full control effect; nearly all actives have a fitted effect of over 60% in size
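Recombinant glycosomal PGK reaction used 1,3-bisphosphoglycerate generated in-well by GAPDH (100nM final) in 100mM TEA pH 7.6, 5mM MgCl2, 0.01% Tween-20. After 60 minutes at room temperature, ATP was read by Kinase-Glo Plus luminescence end-point.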
Numbers without * were called inactive; [ ] = another dose, or the depositor's remark. Unless noted, calls come from the whole dose curve; as a rule, active = well fitted curve in the direction sought with a large enough effect; inconclusive = small, poorly fitted or top-dose-only effect, or another doubt; inactive = no such curve, though single readings can be large; an effect the other way counts as inactive or inconclusive. Potency is the fitted concentration of half-maximal effect. An excerpt, so the mix of outcomes need not match the whole.

Results for CC1CCc2cc(F)ccc2N1C(=O)CSc1nnc(-c2cccs2)n1C (configuration not stated) ?
Pin1 inhibitor: -1.3%; RGS4 inhibitor: -2.2%; HP1b binding inh: 22.5%; GLS inhibitor: -0.7%; ERG-DNA inh: 5.1%; JMJD2A Tudor inh: -4.4%; ALOX12 inh: -2.5%; rTrxR1 inhibitor: 0.7%[57.1 µM]; Tb PGK inh: -8.6%

What do the screens show for `CC1CCN(C(=O)c2[nH]cnc2C(=O)Nc2ccc(Cl)cc2)CC1`?
Pin1 inhibitor: 10.1%; RGS4 inhibitor: 3.3%; HP1b binding inh: 33.2%; GLS inhibitor: 3.8%; ERG-DNA inh: -3.5%; JMJD2A Tudor inh: -23.0%; ALOX12 inh: inconclusive; rTrxR1 inhibitor: -1.5%[57.1 µM]; Tb PGK inh: -9.0%

What do the screens show for `O=[N+]([O-])c1cccc(N/N=C/c2cccc(O)c2O)c1`?
Pin1 inhibitor: -3.3%; RGS4 inhibitor: -18.1%; HP1b binding inh: -16.4%; GLS inhibitor: 7.94µM*; ERG-DNA inh: -4.3%; JMJD2A Tudor inh: -30.2%; ALOX12 inh: 11.2µM*; rTrxR1 inhibitor: 18.5%[57.1 µM]; Tb PGK inh: 5.5%

How did CC(=O)N1CCc2c(sc3c2c(=O)n(-c2ccc(F)cc2)c(=O)n3Cc2ccc(C#N)cc2)C1 do in these assays?
Pin1 inhibitor: -1.2%; RGS4 inhibitor: 10.7%; HP1b binding inh: 38.1%; GLS inhibitor: -9.7%; ERG-DNA inh: -10.7%; JMJD2A Tudor inh: -0.7%; ALOX12 inh: -16.2%; rTrxR1 inhibitor: -7.0%; Tb PGK inh: -7.2%

How did CC1(C)CC(=O)c2cc(NC(=O)c3ccccc3)c(=O)oc2C1 do in these assays?
Pin1 inhibitor: -9.6%; RGS4 inhibitor: inconclusive; HP1b binding inh: 6.4%; GLS inhibitor: 0.3%; ERG-DNA inh: 7.3%; JMJD2A Tudor inh: 79.4µM*; ALOX12 inh: 11.4%; rTrxR1 inhibitor: -6.0%[57.1 µM]; Tb PGK inh: 4.5%

How did CCOc1ccc(C(C(=O)NCC2CCCO2)N(CCc2cccc(C)c2)C(=O)c2snc(C(N)=O)c2N)cc1 (configuration not stated) do in these assays?
Pin1 inhibitor: 7.3%; RGS4 inhibitor: -42.8%; HP1b binding inh: 28.2%; GLS inhibitor: -21.4%; ERG-DNA inh: -2.2%; JMJD2A Tudor inh: -26.0%; ALOX12 inh: 14.5%; rTrxR1 inhibitor: 14.9%[0.0914 µM]; Tb PGK inh: -9.5%

What do the screens show for `CCN(CCCNC(=O)c1ccc(Sc2ccc(Cl)cc2)c(NC(C)=O)c1)c1cccc(C)c1`?
Pin1 inhibitor: -3.7%; RGS4 inhibitor: 8.6%; HP1b binding inh: inconclusive; GLS inhibitor: 7.2%; ERG-DNA inh: -2.0%; JMJD2A Tudor inh: inconclusive; ALOX12 inh: -6.6%; rTrxR1 inhibitor: 12.4%[57.1 µM]; Tb PGK inh: inactive

How did O=C(/C=C/c1cccc(Oc2ccccc2)c1)N1CCOCC1 do in these assays?
Pin1 inhibitor: -2.5%; RGS4 inhibitor: 13.8%; HP1b binding inh: 21.6%; GLS inhibitor: 0.8%; ERG-DNA inh: 1.9%; JMJD2A Tudor inh: -14.4%; ALOX12 inh: -3.9%; rTrxR1 inhibitor: 3.9%; Tb PGK inh: 4.1%

How did CCN(CC)S(=O)(=O)c1ccc(NN=c2c(=O)c3ccccc3c2=O)cc1 do in these assays?
Pin1 inhibitor: -4.4%; RGS4 inhibitor: 0.9%[56.9 µM]; HP1b binding inh: 44.7%[activator]; GLS inhibitor: -16.7%; ERG-DNA inh: 5.4%; JMJD2A Tudor inh: -25.3%; ALOX12 inh: -12.1%; rTrxR1 inhibitor: 29.5%[57.1 µM]; Tb PGK inh: -8.1%

What do the screens show for `COc1ccc(CNC(=O)C(C)n2ccc3cc(S(=O)(=O)N4CCCCCC4)ccc32)cc1` (configuration not stated)?
Pin1 inhibitor: 14.9%; RGS4 inhibitor: 1.3%[56.9 µM]; HP1b binding inh: 36.7%[activator]; GLS inhibitor: -14.4%; ERG-DNA inh: -6.0%; JMJD2A Tudor inh: -25.0%; ALOX12 inh: 9.8%; rTrxR1 inhibitor: 30.9%; Tb PGK inh: -9.0%

What do the screens show for `O=C(Nc1ccnn1C1CCN(Cc2c[nH]c3ccccc23)CC1)c1ccccc1`?
Pin1 inhibitor: -7.6%; RGS4 inhibitor: -14.4%[56.9 µM]; HP1b binding inh: 44.6%[activator]; GLS inhibitor: 0.3%; ERG-DNA inh: -5.6%; JMJD2A Tudor inh: -19.9%; ALOX12 inh: -18.6%; rTrxR1 inhibitor: 22.1%[57.1 µM]; Tb PGK inh: -5.9%

What do the screens show for `CC(C)n1c(=N)c(C(=O)NCCc2ccccc2)cc2c(=O)n3ccccc3nc21`?
Pin1 inhibitor: -4.7%; RGS4 inhibitor: -25.5%; HP1b binding inh: 37.3%[activator]; GLS inhibitor: 4.3%; ERG-DNA inh: 3.0%; JMJD2A Tudor inh: -5.3%; ALOX12 inh: inconclusive; rTrxR1 inhibitor: inconclusive; Tb PGK inh: -7.1%

How did CCOc1ccccc1C(=O)NCC(=O)NCC(c1ccco1)N1CCCCC1 (configuration not stated) do in these assays?
Pin1 inhibitor: -2.7%; RGS4 inhibitor: 4.9%; HP1b binding inh: -2.5%; GLS inhibitor: -0.7%; ERG-DNA inh: -5.5%; JMJD2A Tudor inh: -10.5%; ALOX12 inh: -12.4%; rTrxR1 inhibitor: 22.3%; Tb PGK inh: 4.5%

What do the screens show for `COc1ccc(Cn2c(=O)c3oc4ccccc4c3n(Cc3cccc(F)c3)c2=O)cc1`?
Pin1 inhibitor: 1.4%; RGS4 inhibitor: 21.2%; HP1b binding inh: 24.1%; GLS inhibitor: 4.6%; ERG-DNA inh: -1.5%; JMJD2A Tudor inh: -30.0%; ALOX12 inh: -7.9%; rTrxR1 inhibitor: 12.1%; Tb PGK inh: inactive

How did O=C(CSc1nnc(-c2ccccc2)c(-c2ccccc2)n1)Nc1ccc(Br)cn1 do in these assays?
Pin1 inhibitor: 42.9%[activator]; RGS4 inhibitor: 15.9%; HP1b binding inh: -4.0%; GLS inhibitor: 8.2%; ERG-DNA inh: -0.3%; JMJD2A Tudor inh: -31.2%; ALOX12 inh: -15.4%; rTrxR1 inhibitor: -17.7%; Tb PGK inh: 16.5%

How did O=C(CN1C(=O)C2(SCC(=O)N2c2ccc(F)c(F)c2)c2ccccc21)NCCc1ccccc1 (configuration not stated) do in these assays?
Pin1 inhibitor: -9.3%; RGS4 inhibitor: -11.4%; HP1b binding inh: 28.3%; GLS inhibitor: 4.1%; ERG-DNA inh: 0.5%; JMJD2A Tudor inh: -20.4%; ALOX12 inh: 2.6%; rTrxR1 inhibitor: 10.6%; Tb PGK inh: -9.3%

Results for O=c1c2c(nc3n1CCS3)c1cc(F)ccc1n2Cc1cc(=O)n2cc(Cl)ccc2n1 ?
Pin1 inhibitor: -3.3%; RGS4 inhibitor: -17.7%[56.9 µM]; HP1b binding inh: 63.4%[activator]; GLS inhibitor: -2.7%; ERG-DNA inh: 11.5%; JMJD2A Tudor inh: -14.9%; rTrxR1 inhibitor: 35.8%; Tb PGK inh: 2.2%

What do the screens show for `CCS(=O)(=O)N1CCCC(C(=O)NCCc2ccc(C)cc2)C1` (configuration not stated)?
Pin1 inhibitor: -11.0%; RGS4 inhibitor: -1.2%; HP1b binding inh: 22.9%; GLS inhibitor: 1.8%; JMJD2A Tudor inh: -15.9%; ALOX12 inh: -9.5%; rTrxR1 inhibitor: -3.6%; Tb PGK inh: 3.0%

What do the screens show for `CC(=O)N1CCN=C1SCc1cccc(Cl)c1`?
Pin1 inhibitor: -5.0%; RGS4 inhibitor: 14.2%; HP1b binding inh: 35.0%[activator]; GLS inhibitor: 6.4%; ERG-DNA inh: -2.6%; JMJD2A Tudor inh: -1.7%; ALOX12 inh: -1.0%; rTrxR1 inhibitor: 16.0%; Tb PGK inh: -1.8%

Results for O=C(c1cc2cc([N+](=O)[O-])ccc2oc1=O)N1CCN(c2ncccn2)CC1 ?
Pin1 inhibitor: 1.1%; RGS4 inhibitor: -17.2%; HP1b binding inh: 23.0%; GLS inhibitor: -7.9%; ERG-DNA inh: 4.0%; JMJD2A Tudor inh: -9.2%; ALOX12 inh: -27.7%; rTrxR1 inhibitor: -6.2%; Tb PGK inh: -4.8%

Screening data deposited in PubChem BioAssay by National Center for Advancing Translational Sciences (NCATS).
